USP2a block: blocks human ubiquitin-specific protease USP2a. USP2 core, Ub-CHOP2 coupled fluorogenic reporter, 485/531. 330,000 compounds, 0.01% hits. AID 463254. Potency, µM (titrated, usually from 38.3 µM), for inactives: at the top dose activity change, negative = inhibition, most hits filed as inhibitors;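 note: potency is the fitted concentration of half-maximal effect; plate controls were DMSO wells for no effect and full inhibition by NEM control for full effect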
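Cell-free coupled assay: 10nM USP2 core preincubated 30min RT with compound in Tris-HCl pH 8.0/CaCl2/CHAPS buffer, then 25nM Ub-CHOP2 and 25nM reporter substrate; fluorescence (Ex 485/Em 531) read after 60min RT, normalized to NEM inhibition, concentration-response curves fitted.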
BCR signal inh: inhibitors of chronic active B-cell receptor signaling; ABC-DLBCL IkBa-CBG/CBR reporter, luminescence ratio, 4 h; AID 493014; 340,000 compounds, 0.05% hits; Potency, µM (series often up to 46.1 µM), for the others: top-dose ratio change, negative = lower green/red ratio, actives largely listed as inhibitors; active = well fitted inhibition curve with a large enough effect in the signal ratio, with a control signal flat, not every such curve was filed as active; inconclusive = small, poorly fitted or top-dose-only effect, or effect the other way, or a change in a side signal; the % refers to the signal ratio;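 note: potency is the fitted concentration of half-maximal effect; plate controls were basal doxycycline-induced cells for no effect and cells given 10 µM MG132 for full effect; MG132 reads +100%, hits lower the ratio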
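Compounds up to 46 uM were incubated four hours with TMD8 cells whose green CBG68 luciferase is fused to IkappaBalpha; red CBR luminescence normalised the signal, and concentration-effect curves were fitted to fusion, red and ratio data.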
MBNL1 CUG block: MBNL1-poly(CUG) RNA binding inhibition; Q9NR56; TR-FRET MBNL1-His/biotin-(CUG)12 binding, 665/545 ratio; Potency, µM (highest dose often 57.5 µM), inactives show at the highest dose activity change, negative = inhibition, usual class: inhibitors; 280,000 compounds, 0.036% hits; AID 2675; active = well fitted inhibition curve with a large enough effect in the signal ratio, with a control signal flat, not every such curve was filed as active; inconclusive = small, poorly fitted or top-dose-only effect, or effect the other way, or a change in a side signal; inactive = no such curve, though single readings can be large or run the other way; the % refers to the signal ratio; note: potency is the fitted concentration of half-maximal effect; % is set by controls: 0 for no effect and ±100 for the full control effect
Target sequence (Q9NR56 whole entry, looked up): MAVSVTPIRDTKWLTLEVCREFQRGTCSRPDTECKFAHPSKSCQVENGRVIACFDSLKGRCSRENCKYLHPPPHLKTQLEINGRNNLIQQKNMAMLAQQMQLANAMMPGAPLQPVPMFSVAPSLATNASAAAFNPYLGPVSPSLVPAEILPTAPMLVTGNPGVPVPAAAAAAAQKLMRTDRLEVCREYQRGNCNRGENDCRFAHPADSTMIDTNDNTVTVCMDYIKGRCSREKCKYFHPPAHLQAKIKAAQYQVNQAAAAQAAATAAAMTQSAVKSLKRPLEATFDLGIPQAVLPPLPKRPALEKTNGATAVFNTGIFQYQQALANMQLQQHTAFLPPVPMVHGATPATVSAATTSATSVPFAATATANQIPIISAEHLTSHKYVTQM
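TR-FRET between His-tagged MBNL1 and biotin-(CUG)12 RNA, detected with Tb anti-His antibody (0.055 ng/ul) and streptavidin-XL665 (5 nM), 60 min at room temperature. Compounds titrated 92 nM to 58 uM; 665/545 nm ratio normalized to buffer and complex controls.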
TSHR antagonist: blocks TSH signaling through the human TSH receptor. TSHR-expressing cells, TSH-stimulated cAMP HTRF, 2 h; active compounds read low. 330,000 compounds, 0.2% hits. P16473. activity change, negative = inhibition, % at 11.5 µM;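 active = activity change below a set negative limit, meaning inhibition stronger than a set level, cut at about -70% in these data; inconclusive = activity change between two set negative limits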; note: % is set by controls: 0 for no effect and ±100 for the full control effect
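Cell-based HTRF cAMP assay; TSHR cells + compound, TSH EC80 (4nM final), 2 h, 37 deg C. Lysis with anti-cAMP cryptate and cAMP-d2, 30 min RT, read 665/620 nm.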
Eya2 inh: Eya2 (human) phosphatase inhibition; O00167; recombinant Eya2, OMFP fluorescence dephosphorylation (OMFP is methylfluorescein phosphate); Potency, µM (titrated, usually from 76.9 µM), without a hit: at the highest dose activity, negative = inhibition, usual class: inhibitors; 330,000 compounds, 0.006% hits; AID 488837; note: potency is the fitted concentration of half-maximal effect; % is set by controls: 0 for no effect and ±100 for the full control effect
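Eya2 (0.2 uM) preincubated 10 min at ambient with compound, then OMFP substrate added at 50 uM; 10 min reaction in 50 mM HEPES pH 7.5, 50 mM NaCl, 5 uM MgCl2, 0.05% BSA, 1 mM DTT. Fluorescence read at Ex 485/Em 525 nm.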
GALK inhibitor: galactokinase (human) inhibition; P51570; Purified GALK, Kinase-Glo residual ATP luminescence; Potency, µM (highest dose often 57.5 µM), inactives show at the top dose activity change, negative = inhibition, usual class: inhibitors; 270,000 compounds, 0.007% hits; AID 1868; note: potency is the fitted concentration of half-maximal effect; % is set by controls: 0 for no effect and ±100 for the full control effect
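Human GALK (5 nM) with 35 uM ATP and 100 uM galactose in 20 mM HEPES pH 8.0, 5 mM MgCl2, 60 mM NaCl, 1 mM DTT, 0.01% BSA. After 1 h at room temperature, leftover ATP was read by Kinase-Glo Plus luminescence.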
S-ASM inh: blocks human secretory acid sphingomyelinase; placental ASM, HMU-PC fluorogenic substrate, 60 min; Potency, µM (top dose mostly 57.5 µM), for inactives: at the highest dose activity change, negative = inhibition, actives largely listed as inhibitors; 340,000 compounds, 0.006% hits; AID 504937; note: potency is the fitted concentration of half-maximal effect
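Human placenta-derived ASM preincubated with compound 10 min at room temperature, then reacted with 9 uM (final) fluorogenic HMU-PC substrate for 60 min at 37 C. Stop solution raises pH to 10; fluorescence read at Ex 386/Em 447 nm.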
Menin MLL FP TR: displaces Texas Red mutant MLL peptide from human menin | O00255 | Menin + Texas Red MLL mutant peptide, fluorescence polarization | Potency, µM (series often up to 61.6 µM), inactives show at the top dose FP activity change, negative = inhibition, most hits filed as inhibitors | 270,000 compounds, 0.23% hits | AID 1768; active = well fitted inhibition curve with a large enough effect in the polarisation, with a control signal flat, not every such curve was filed as active; inconclusive = small, poorly fitted or top-dose-only effect, or effect the other way, or a change in a side signal; inactive = no such curve, though single readings can be large or run the other way; the % refers to the polarisation; note: potency is the fitted concentration of half-maximal effect; % of control where 0% means no effect; many of its hits are not listed in these tables
Target sequence (O00255 whole entry, looked up): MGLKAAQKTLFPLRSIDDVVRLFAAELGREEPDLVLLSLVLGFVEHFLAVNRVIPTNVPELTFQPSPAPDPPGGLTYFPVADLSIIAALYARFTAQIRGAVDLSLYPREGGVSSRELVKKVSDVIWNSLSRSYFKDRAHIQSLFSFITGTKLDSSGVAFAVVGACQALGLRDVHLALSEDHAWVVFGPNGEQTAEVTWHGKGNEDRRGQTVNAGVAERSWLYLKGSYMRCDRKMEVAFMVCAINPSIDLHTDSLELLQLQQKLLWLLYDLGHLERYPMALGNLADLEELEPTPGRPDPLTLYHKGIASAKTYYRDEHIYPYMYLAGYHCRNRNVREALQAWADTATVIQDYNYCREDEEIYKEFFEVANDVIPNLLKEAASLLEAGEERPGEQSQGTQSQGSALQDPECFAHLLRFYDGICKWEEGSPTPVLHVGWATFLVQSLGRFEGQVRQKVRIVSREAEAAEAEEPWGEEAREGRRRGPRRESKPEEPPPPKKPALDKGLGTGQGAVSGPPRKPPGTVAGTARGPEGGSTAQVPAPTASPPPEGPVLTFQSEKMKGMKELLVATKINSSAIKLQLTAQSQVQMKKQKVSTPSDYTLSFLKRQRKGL
Mito fusion yeast: inhibitors of mitochondrial division or activators of mitochondrial fusion. S. cerevisiae fusion-defective mutant growth rescue, CellTiterGlo 48 h. Potency, µM (series often up to 46.1 µM), without a hit: at the top dose growth rescue (activation), usual class: activators. 320,000 compounds, 0.23% hits. AID 485298;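 note: potency is the fitted concentration of half-maximal effect; % of control where 0% means no effect; nearly all actives have a fitted effect of over 45% in size; temperature-sensitive fusion mutants such as fzo1-1 at 37 °C on non-fermentable ethanol glycerol medium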
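Compounds are tested for their ability to restore growth of mitochondrial fusion-defective yeast strains at non-permissive 37C in YPEG medium over 48 hours. Viability is quantified by luciferase luminescence.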
hERG WT inh: blocks the wildtype human KCNH2 potassium channel | U2OS, BacMam KCNH2, thallium flux FluxOr; active compounds read low | activity change, % at 1.84 µM | 340,000 compounds, 0.37% hits | AID 720551;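 active = maximum activity change below -70%; inconclusive = maximum activity change between -70% and -50%; inactive = maximum activity change above -50%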; note: % is set by controls: 0 for no effect and ±100 for the full control effect
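U2OS cells transduced with wild-type KCNH2 virus are loaded with FluxOr dye for 45 min, and thallium flux is measured in kinetic reads before and after stimulation buffer. Rate constants are normalized to DMSO controls.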
PKM2 activator: increases activity of human pyruvate kinase M2; P14618; purified PKM2, Kinase-Glo ATP luminescence, activation; response scale: 0% is enzyme alone, no compound; Potency, µM (top dose mostly 57.5 µM), inactives show at the highest dose activation, most hits filed as activators; 260,000 compounds, 0.34% hits; AID 1631; note: potency is the fitted concentration of half-maximal effect; % is set by controls: 0 for no effect and ±100 for the full control effect; nearly all actives have a fitted effect of over 55% in size
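Purified hPK-M2 (>95%) run at intermediate activity with 0.1 mM ADP and 0.5 mM PEP in 50 mM imidazole pH 7.2, KCl, MgCl2; 1 h room temperature. ATP formed read by Kinase-Glo luminescence; normalized to uninhibited and no-enzyme controls.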
* hit, by the source's call; ? = inconclusive; · = not tested or not shown; [ ] = dose if it differs, or a comment. Unless noted, calls come from the whole dose curve; as a rule, active = well fitted curve in the direction sought with a large enough effect; inconclusive = small, poorly fitted or top-dose-only effect, or another doubt; inactive = no such curve, though single readings can be large; an effect the other way counts as inactive or inconclusive. These rows are one share of the data. The share of hits here may be higher or lower than overall.

#	canonical_smiles	hERG WT inh	USP2a block	Menin MLL FP TR	S-ASM inh	BCR signal inh	Eya2 inh	GALK inhibitor	MBNL1 CUG block	Mito fusion yeast	TSHR antagonist	PKM2 activator
1	Cc1cc(NC(=O)COC(=O)C2CC(=O)N(c3ccccc3Cl)C2)no1 (stereo not drawn)	1	1%	?	-1%	0%	-3%	-1%	-9%	0%	-25	-6%
2	O=C(NCc1ccco1)c1c2c(nc3ccccc13)CCC2	-2	0%	?	54%[activator]	?	-1%	8%	3%	8%	-2	21%
3	CCN(c1ccccc1)S(=O)(=O)c1ccc(NC(=O)c2nc(S(C)(=O)=O)ncc2Cl)cc1	3	-1%	·	-9%	?	-7%	-5%	1%	-9%	-89*	·
4	CCOc1ccc2nc3c(cc2c1)CN(CCOC)C(=NCCOC)S3	8	6%	4%	28%	-2%	-4%	·	11%	0%	2	14%
5	COc1cc(NC(=O)CSCc2ccc(Cl)cc2Cl)c(C(=O)O)cc1OC	5	0%	29%	11%	?	?	0%	-4%	1%	-12	-4%
6	CNC[C@@H]1Oc2ccc(NS(=O)(=O)c3ccc(OC)cc3)cc2CC(=O)N([C@H](C)CO)C[C@@H]1C	-9	7%	·	1%	?	-16%	·	·	·	2	·
7	O=C(C[C@@H]1C/C=C\CC[C@H](Cc2ccc(F)cc2)C(=O)OC[C@@H]2CCCN2C1=O)NCCO	5	7%	·	5%	-1%	11%	·	·	·	-6	·
8	Cc1ccc(N(C(=O)c2snc(C(N)=O)c2N)C(C(=O)NCc2ccccc2)c2ccncc2)c(C)c1 (stereo not drawn)	-1	2%	3%	·	-4%	-15%	1%	17%	-3%	10	-6%
9	O=C(OCN1C(=O)c2ccccc2C1=O)c1cccnc1SC(F)F	0	0%	?	-9%	0%	10%	0%	-3%	-8%	-10	0%
10	CC1(C)CC(=O)C(C=NCCN2CCN(C(=O)C34CC5CC(CC(C5)C3)C4)CC2)=C(O)C1	3	1%	-22%	-1%	?	-13%	-5%	4%	5%	7	-5%
11	C/C(CC(=O)Nc1ccc(C)c(Cl)c1)=N\NC(=O)C1CCCCC1	-19	1%	·	0%	-6%	3%	6%	-5%	-2%	2	·
12	O=C(CC1Oc2ccccc2NC1=O)NCCCN1CCN(Cc2ccccc2)CC1 (stereo not drawn)	3	0%	-8%	3%	?	-19%	3%	9%	0%	2	9%
13	CCC(C)C(=O)Nc1nc(C)c(-c2csc(Nc3ccc(Cl)cc3)n2)s1 (stereo not drawn)	-19	0%	?	0%	14%	-2%	3%	57%[activator]	1%	4	-1%
14	COc1ccc(C)cc1S(=O)(=O)N(CC(=O)O)c1ccc(C)cc1	-11	0%	8%	1%	-1%	?	0%	4%	-5%	-2	1%
15	O=C(NCc1ccco1)c1ccc(-c2ccc(Cl)cc2)o1	·	0%	7%	-6%	0%	6%	-1%	10%	6%	-3	·
16	COc1cccc(NC(=O)C2CCN(S(=O)(=O)c3ccc4[nH]c(=O)oc4c3)CC2)c1	7	2%	·	-6%	2%	6%	-4%	-1%	1%	-10	·
17	CN(CC(=O)Nc1ccc(Cl)c(C(F)(F)F)c1)C(=O)C1CSC2(C)CCC(=O)N12 (stereo not drawn)	-15	-2%	·	-5%	-1%	3%	·	·	-5%	-15	·
18	COc1ccc(S(=O)(=O)N2CCCCC2)cc1NC(=O)C1CC(=O)N(c2ccc3c(c2)OCCO3)C1 (stereo not drawn)	-3	-2%	·	-3%	-12%	14%	·	·	5%	7	·
19	O=C(CCCN1C(=O)S/C(=C\C=C\c2ccccc2)C1=O)Nc1ccc(C(=O)O)cc1	-2	2%	50%[activator]	2%	?	0%	14%	?	3%	-16	-2%
20	Cc1ccc(CN2CCNC(=O)C2CC(=O)N(C)Cc2cnccn2)cc1 (stereo not drawn)	4	3%	1%	10%	-5%	14%	9%	-9%	-7%	6	1%
21	COC(=O)C(Cc1ccc(O)cc1)NC(=O)C(C)Oc1ccccc1 (stereo not drawn)	-5	-2%	9%	6%	-1%	2%	1%	-8%	4%	-11	0%
22	CCc1cc2cc(C)c(C)cc2nc1SCC(=O)Nc1cc(C)on1	-16	-1%	-3%	-3%	0%	19%	-1%	104%[activator]	3%	10	2%
23	CCOc1ccc(C(=O)COC(=O)CC)cc1	-5	-2%	8%	5%	11%	-18%	0%	?	-5%	10	-9%
24	CCOc1ccc(Oc2nc(C)cc(OC)n2)nn1	-26	1%	-1%	-2%	?	4%	·	-10%	-8%	12	-4%
25	COc1ccc(-c2csc(NC(=O)CCCc3cccs3)n2)cc1	-4	7%	-13%	-3%	0%	-3%	0%	5%	1%	3	0%
26	Cn1nnc2cc(C(=O)NC3CCCCC3)ccc21	-2	-1%	-6%	1%	-14%	2%	0%	3%	-4%	-4	-10%
27	CC1=NN(C(=O)c2ccc(Cn3ccc([N+](=O)[O-])n3)cc2)C(O)(C(F)(F)F)C1 (stereo not drawn)	4	1%	6%	0%	1%	2%	3%	?	-9%	14	9%
28	Nc1nc(Nc2ccccc2)nc(NCCO)c1[N+](=O)[O-]	-2	1%	·	2%	-2%	-1%	-1%	?	-5%	-12	5%
29	Cc1ccccc1NC(=O)CCCN1C(=O)C2CC=CCC2C1=O (stereo not drawn)	-12	2%	·	2%	-1%	-3%	-6%	1%	0%	-11	-4%
30	Cc1ccccc1Cn1c2ccccc2c2cnn(CC(=O)N3CCN(c4ccccc4)CC3)c(=O)c21	-1	1%	-1%	-2%	-2%	4%	2%	-8%	1%	-8	0%

#	canonical_smiles	hERG WT inh	USP2a block	Menin MLL FP TR	S-ASM inh	BCR signal inh	Eya2 inh	GALK inhibitor	MBNL1 CUG block	Mito fusion yeast	TSHR antagonist	PKM2 activator
31	CCCCNC(=O)CSc1cc(=O)n(C)c2ccccc12	-1	0%	-19%	0%	?	13%	-2%	-5%	5%	-11	-2%
32	Cc1ccc(S(=O)(=O)NCc2c(Cl)cccc2Oc2ccccc2)cc1	0	0%	·	-7%	2%	-4%	2%	5%	2%	-9	-1%
33	COC(=O)c1ccc2nc(NC(=O)C3CC3)sc2c1	-2	1%	7%	3%	?	-2%	5%	-1%	16%	-5	1%[0.46 µM]
34	O=S(=O)(c1ccc(Cl)cc1)N(CCCN1CCOCC1)Cc1cccs1	·	0%	0%	0%	27%	-13%	5%	-1%	8%	3	1%
35	COc1ccc(/C=N/NC(=O)CCC(=O)Nc2ccc(Br)cc2)c(OC)c1	-2	-2%	69%[activator]	-7%	-2%	-7%	1%	10%	-8%	3	·
36	CC(C)(CNC(=O)c1ccc(NS(=O)(=O)c2ccc(F)c(F)c2)cc1)N1CCOCC1	11	-1%	·	2%	-5%	0%	·	·	-4%	3	·
37	O=C(C1CCCN(S(=O)(=O)c2cnc[nH]2)C1)N1CC(=O)N(CCc2ccccc2)C(=O)C1 (stereo not drawn)	-1	1%	-4%	4%	?	4%	-2%	-7%	-5%	33	2%
38	CCn1c(C)cc(C(=O)COC(=O)c2ccccc2[N+](=O)[O-])c1C	-47	2%	·	-3%	?	1%	·	·	·	6	·
39	CCOC(=O)c1cc2c(nc1NC(=S)Nc1ccccc1)CC(C)(C)OC2	-9	0%	-13%	3%	-1%	-2%	1%	?	-3%	-21	-7%
